CatL block – blocks human cathepsin L protease activity; AID 460; purified cathepsin L, fluorogenic substrate, fluorescence; hit rate 0.17% among 58,000; inhibition, %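 (tested at 10 µM)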; in the data active = inhibition above about 45%;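 note: 0% = enzyme with no compound and 100% = no enzyme blank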
PKA kinase inh – inhibitors of human protein kinase A; PKA Kemptide phosphorylation, Kinase-Glo ATP luminescence; inhibition, % at 6 µM; hit rate 0.1% among 65,000;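 active = inhibition above the screen-wide mean inhibition plus 3 SD, cut at about 21% in these data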; note: many of its hits are not listed in these tables
C1s block – human complement C1s inhibition; mean inhibition % of two 10-compound mixtures (stronger effect = higher value), % at 5 µM (by protocol); hit rate 0.16% among 62,000; purified C1s, fluorogenic AMC substrate, pooled mixtures; P09871;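 active = inhibition above 20% in each of the two 10-compound mixture wells holding the compound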;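 note: 0% = enzyme wells lacking compound mixture and 100% = no-enzyme blank wells; some compounds called inactive have numbers as strong as hits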
CatB mix inh – inhibitors of human cathepsin B in compound mixtures; P07858; Purified cathepsin B, AMC dipeptide fluorescence; inhibition, %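 (ten-compound pools at 5 µM per compound and 50 µM total)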; hit rate 0.06% among 62,000; in the data active = inhibition above about 22%, passing the limit was not always enough;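 note: 0% = enzyme without compound and 100% = no enzyme blank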
Cathepsin G inh – blocks human cathepsin G enzyme activity | P08311 | purified enzyme, AMC-tetrapeptide fluorescence, pooled mixtures | inhibition, % at 5 µM (by protocol) | hit rate 0.2% among 62,000;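 active = inhibition above 20% in each of the two mixture wells holding the compound; inactive = inhibition of 20% or less in either well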;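 note: 0% = enzyme control without mixture and 100% = blank lacking enzyme; strong numbers were not always called active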
CatB block – human cathepsin B inhibition | hit rate 0.1% among 63,000 | purified cathepsin B, fluorogenic substrate, fluorescence | inhibition, %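 (tested at 10 µM)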; in the data active = inhibition above about 21%;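 note: 0% = enzyme with no compound and 100% = no enzyme blank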
ROCK2 blocker – blocks human Rho kinase 2 activity. purified ROCK2, Kinase-Glo ATP depletion luminescence. inhibition, % at 6 µM. hit rate 0.35% among 60,000;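 active = inhibition above the screen-wide mean inhibition plus 3 SD, cut at about 18% in these data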;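 note: plate controls were DMSO wells for no effect and Y-27632 control wells after no-enzyme background subtraction for full effect; many of its hits are not listed in these tables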
Target sequence (O75116 whole entry, looked up): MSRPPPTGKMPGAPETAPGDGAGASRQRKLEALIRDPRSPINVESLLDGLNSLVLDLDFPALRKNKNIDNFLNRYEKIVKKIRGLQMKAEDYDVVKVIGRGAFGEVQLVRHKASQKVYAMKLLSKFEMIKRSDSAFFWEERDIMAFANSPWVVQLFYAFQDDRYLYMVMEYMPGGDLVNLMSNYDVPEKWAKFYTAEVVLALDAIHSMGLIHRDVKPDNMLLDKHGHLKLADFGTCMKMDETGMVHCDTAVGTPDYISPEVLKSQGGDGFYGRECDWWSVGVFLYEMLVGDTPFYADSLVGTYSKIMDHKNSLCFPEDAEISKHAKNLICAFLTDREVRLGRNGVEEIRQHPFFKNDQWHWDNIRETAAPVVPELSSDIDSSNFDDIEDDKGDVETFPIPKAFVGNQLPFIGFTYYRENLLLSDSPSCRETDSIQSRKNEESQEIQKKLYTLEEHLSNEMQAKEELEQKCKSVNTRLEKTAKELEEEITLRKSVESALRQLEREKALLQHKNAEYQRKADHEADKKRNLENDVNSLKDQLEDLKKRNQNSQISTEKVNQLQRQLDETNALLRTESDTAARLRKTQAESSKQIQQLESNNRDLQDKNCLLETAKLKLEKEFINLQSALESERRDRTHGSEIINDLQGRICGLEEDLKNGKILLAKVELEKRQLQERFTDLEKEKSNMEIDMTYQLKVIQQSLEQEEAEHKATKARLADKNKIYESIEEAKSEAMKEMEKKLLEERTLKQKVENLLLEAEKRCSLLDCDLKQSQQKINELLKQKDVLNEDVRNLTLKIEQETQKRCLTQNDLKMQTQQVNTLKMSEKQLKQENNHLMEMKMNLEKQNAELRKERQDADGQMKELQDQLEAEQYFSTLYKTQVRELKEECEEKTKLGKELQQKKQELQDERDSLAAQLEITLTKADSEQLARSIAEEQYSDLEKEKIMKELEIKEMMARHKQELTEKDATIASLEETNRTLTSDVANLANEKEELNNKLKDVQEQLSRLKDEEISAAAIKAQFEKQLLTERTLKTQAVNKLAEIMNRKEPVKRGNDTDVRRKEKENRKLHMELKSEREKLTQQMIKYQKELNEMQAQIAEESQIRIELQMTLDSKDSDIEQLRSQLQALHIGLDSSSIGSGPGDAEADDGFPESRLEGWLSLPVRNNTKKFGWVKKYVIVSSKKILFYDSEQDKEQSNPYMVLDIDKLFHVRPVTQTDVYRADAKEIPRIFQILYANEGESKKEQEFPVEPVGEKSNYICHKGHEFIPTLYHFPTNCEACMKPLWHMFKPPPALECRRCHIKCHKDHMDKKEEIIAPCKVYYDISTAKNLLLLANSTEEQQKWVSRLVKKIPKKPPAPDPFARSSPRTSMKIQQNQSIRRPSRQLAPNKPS
CatS block – human cathepsin S inhibition. P25774. recombinant cathepsin S, AMC dipeptide fluorescence, pooled mixtures. inhibition, %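 (tested at 5 µM per compound within 10-compound mixtures)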. hit rate 0.06% among 62,000; in the data active = inhibition above about 32%, passing the limit was not always enough;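 note: 0% = enzyme without compound and 100% = blank without enzyme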
HER2 expr 66K – inhibitors of human Her2 kinase expression; HER2 level % of control, % at 10 µM; SKBR-3 HER2 protein level, AlphaScreen, 18-24 h; stronger effect = lower value; hit rate 0.69% among 65,000; AID 645;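 active = HER2 level under 5% of the carrier-only control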;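 note: 100% = DMSO carrier and 0% = 500 nM PU-H71 HSP90 inhibitor; lower value means stronger loss of Her2 protein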
* hit, by the source's call; / = no result given.

smiles	CatL block	PKA kinase inh	C1s block	CatB mix inh	Cathepsin G inh	CatB block	ROCK2 blocker	CatS block	HER2 expr 66K
COc1cc(OC)cc(C(=O)N2CCN=C2SCc2cccnc2)c1	-3.0	5.3	-2.6	2.2	20.4	-2.3	5.2	-3.1	75.7
CCCN1CCN(CCCNC(=O)Cn2nc(-c3ccccc3)ccc2=O)CC1	-8.9	8.5	-38.8	-4.1	-14.9	0.2	-0.1	-10.6	97.0
CCc1cccc(CC)c1NC(=O)CN1CCN(c2ccccc2)CC1	12.2	12.6	-8.3	5.2	1.2	0.3	7.0	2.6	98.2
O=S(=O)(c1ccc(Cl)cc1Br)N1CCCCC1	-8.0	-2.6	14.3	2.8	10.1	0.8	2.0	-6.2	115.1
C/C(=N\O)c1c(C)c2ccccc2n1C	-6.9	3.5	/	/	/	-4.0	7.8	/	60.8
Cc1cccc(C)c1NC(=O)C(c1ccccc1)N1CCN(C(=O)c2ccco2)CC1 (stereo not given)	/	-0.7	1.5	0.8	-1.1	1.5	-0.6	-2.1	88.8
CCC(C(=O)O)n1c(C(F)(F)F)nc2ccccc21 (stereo not given)	3.3	7.8	8.2	2.1	0.1	-0.5	1.4	-3.5	127.1
CCOc1ccc(OCC)c(S(=O)(=O)N2CCCCC2)c1	0.9	-1.2	-18.0	-5.6	0.4	-2.1	-3.2	-12.3	86.1
O=C1CC(N2CCOCC2)C(=O)N1c1ccccc1Cl (stereo not given)	6.7	-1.2	2.6	2.7	-1.2	-0.7	3.5	4.9	96.6
COc1ccc(N(CC(=O)Nc2ccc3c(c2)OCCO3)S(=O)(=O)c2c(C)nn(C)c2C)cc1	/	-4.4	-3.8	0.8	-3.1	-5.8	1.2	4.7	110.0

Reformatted with two lines to a compound: part of the list above
Order of values: CatL block, PKA kinase inh, C1s block, CatB mix inh, Cathepsin G inh, CatB block, ROCK2 blocker, CatS block, HER2 expr 66K
CCc1cccc(CC)c1NC(=O)CN1CCN(c2ccccc2)CC1
  12.2, 12.6, -8.3, 5.2, 1.2, 0.3, 7.0, 2.6, 98.2
O=S(=O)(c1ccc(Cl)cc1Br)N1CCCCC1
  -8.0, -2.6, 14.3, 2.8, 10.1, 0.8, 2.0, -6.2, 115.1

Continued:
smiles	CatL block	PKA kinase inh	C1s block	CatB mix inh	Cathepsin G inh	CatB block	ROCK2 blocker	CatS block	HER2 expr 66K
CC1=CCC2(CO)COC(c3ccccc3O)C1C2 (stereo not given)	5.2	4.6	-1.3	1.1	-6.1	-5.0	3.6	-2.8	105.3
COc1ccc(-c2cc(C(F)(F)F)nc(NCc3ccco3)n2)cc1OC	-0.8	10.8	9.2	0.6	30.9	3.4	/	-3.3	68.8
Cc1c(O)ccc(C(=O)CN2C(=O)c3ccccc3C2=O)c1O	0.7	6.2	8.2	3.6	7.5	3.8	6.5	-1.7	151.4
C=CCn1c(COc2ccccc2)nnc1SCC(=O)C(C)(C)C	15.5	7.4	12.2	2.9	9.4	1.4	9.9	3.9	105.2
CN(Cc1cnn(C)c1)C(=O)c1cc2ccccc2oc1=O	-0.8	2.8	16.4	5.5	9.2	3.8	-3.1	-1.8	91.5
COc1ccc(C)cc1S(=O)(=O)N1CCC(C(=O)N2CCOCC2)CC1	8.5	8.3	3.7	-5.7	8.0	1.5	6.3	0.1	110.3
Cc1cc(C(=O)OCC(=O)Nc2ccc(F)cc2F)c(C)o1	9.6	7.9	11.6	0.8	11.0	1.5	6.2	-8.6	80.1
Cc1cc(N2CCN(C(c3ccccc3)c3ccc(Cl)cc3)CC2)n2ncnc2n1 (stereo not given)	/	7.0	-148.5	-4.7	-11.4	5.5	0.3	-15.4	83.8
Cn1c(C(=O)N2CCN(C(=O)c3ccco3)CC2)cc2c(=O)n3ccccc3nc21	-53.2	8.8	-144.4	-31.4	-42.2	-20.3	7.8	-41.3	110.7
CCn1c(CN2CCCCCC2=O)nnc1SCc1cnc(-c2ccccc2)s1	-1.3	1.3	-6.9	-0.5	1.5	6.3	1.1	-3.0	74.2

Another view of part of the listing above.
> Cc1c(O)ccc(C(=O)CN2C(=O)c3ccccc3C2=O)c1O
  CatL block: 0.7 | PKA kinase inh: 6.2 | C1s block: 8.2 | CatB mix inh: 3.6 | Cathepsin G inh: 7.5 | CatB block: 3.8 | ROCK2 blocker: 6.5 | CatS block: -1.7 | HER2 expr 66K: 151.4
> C=CCn1c(COc2ccccc2)nnc1SCC(=O)C(C)(C)C
  CatL block: 15.5 | PKA kinase inh: 7.4 | C1s block: 12.2 | CatB mix inh: 2.9 | Cathepsin G inh: 9.4 | CatB block: 1.4 | ROCK2 blocker: 9.9 | CatS block: 3.9 | HER2 expr 66K: 105.2
> CN(Cc1cnn(C)c1)C(=O)c1cc2ccccc2oc1=O
  CatL block: -0.8 | PKA kinase inh: 2.8 | C1s block: 16.4 | CatB mix inh: 5.5 | Cathepsin G inh: 9.2 | CatB block: 3.8 | ROCK2 blocker: -3.1 | CatS block: -1.8 | HER2 expr 66K: 91.5
> COc1ccc(C)cc1S(=O)(=O)N1CCC(C(=O)N2CCOCC2)CC1
  CatL block: 8.5 | PKA kinase inh: 8.3 | C1s block: 3.7 | CatB mix inh: -5.7 | Cathepsin G inh: 8.0 | CatB block: 1.5 | ROCK2 blocker: 6.3 | CatS block: 0.1 | HER2 expr 66K: 110.3

New compounds follow
smiles	CatL block	PKA kinase inh	C1s block	CatB mix inh	Cathepsin G inh	CatB block	ROCK2 blocker	CatS block	HER2 expr 66K
CCC(=O)Nc1ccc(NC(=O)c2c(C)nc3ccccn23)cc1	/	10.1	-4.8	-5.4	7.2	2.1	3.3	-0.6	94.9
CC(C)c1nnc(NC(=O)CSc2nc3ccccc3s2)s1	28.2	9.7	-36.5	-3.1	0.6	3.8	6.8	-11.3	94.0
Cc1ccc2[nH]c(=O)c(CN(C)C(=O)c3ccccn3)cc2c1	29.8	-10.6	-7.3	-2.0	2.8	-0.8	-3.6	11.3	68.6
CCCc1[nH]nc2c1C(Cc1ccccc1)C(C#N)=C(N)O2 (stereo not given)	-0.7	1.6	-2.9	-3.2	-2.0	-7.9	-7.0	-19.7	96.7
CCOC(=O)CCC(=O)N1CCNC(=O)C1	12.2	/	-18.7	-3.5	-6.8	-1.5	/	-4.4	/
COc1ccc(-n2nnc3c(SCC(=O)Nc4ccc5c(c4)OCCO5)ncnc32)cc1	3.5	-2.8	16.4	5.1	10.4	0.4	-0.6	2.5	-7.2*
CCCc1cc(C(=O)Nc2cc(Br)ccc2O)no1	/	11.2	13.1	-0.7	7.2	4.8	6.5	-2.4	77.7
C/C(Cl)=C/Cn1c(SCCN2CCOCC2)nc2c1c(=O)[nH]c(=O)n2C	18.7	3.9	-17.6	0.5	-6.1	5.6	1.7	5.8	102.4
COc1ccc(Cl)cc1NC(=O)CN(C(=O)c1ccco1)C1CCCCC1	/	3.9	-35.6	-0.1	5.9	5.0	4.5	11.0	86.6
c1coc(-c2nnc3sc(-c4cccs4)nn23)c1	17.9	4.5	/	/	/	8.2	-7.9	/	62.6
Cc1cccn2c(=O)c3cc(C(=O)NCCCN4CCOCC4)n(C)c3nc12	/	5.3	-19.1	-0.3	3.6	-0.7	3.1	-3.8	88.7
COc1ccc(OCCSc2nc3ccccc3n2CC(=O)O)cc1	10.2	-7.5	14.5	0.0	9.8	1.3	-2.5	2.2	127.2
COCCN(CC(=O)Nc1ccc(F)cc1)S(=O)(=O)c1ccc(S(=O)(=O)N2CCCC2)cc1	-6.8	11.1	2.8	1.3	0.4	0.7	5.4	-2.0	56.5
CCC(C)(C)NC(=O)CN(C(=O)CNS(=O)(=O)c1ccc(C)cc1)c1ccc2c(c1)OCCO2	15.6	9.2	9.0	-1.8	8.7	-0.7	7.1	-7.3	106.4
CCOC(=O)N1CCN(C(=O)C(CC(C)C)NC(=O)C2CCCCC2)CC1 (stereo not given)	-6.4	-3.4	19.1	7.2	12.6	7.9	/	-6.4	75.7
COc1ccc(NS(=O)(=O)c2cccc(-c3nnc4n3CCCCC4)c2)cc1	-1.1	13.6	-96.4	-5.1	-11.8	-3.9	/	-11.9	99.9
CCOC(=O)C1=C(c2ccccc2)N=C2SCC(=O)N2C1c1ccc2c(c1)OCO2 (stereo not given)	/	1.4	-24.6	-0.7	-4.7	1.0	2.1	-3.2	102.3
CC(Oc1ccc(Cl)cc1Cl)C(=O)NCc1ccncc1 (stereo not given)	15.1	4.4	-2.1	0.5	4.2	3.5	/	17.0	117.3
CCOC(=O)N1CCN(C(=O)CCSCCc2ccncc2)CC1	3.2	3.6	12.0	3.8	6.8	5.9	0.7	2.0	107.4
CCOC(=O)CSc1nc2ccccc2n2cnnc12	0.6	4.3	0.0	-5.7	4.7	1.2	7.0	10.0	82.6

Arranged by number of heavy atoms (low to high): 3 of the compounds above
smiles	CatL block	PKA kinase inh	C1s block	CatB mix inh	Cathepsin G inh	CatB block	ROCK2 blocker	CatS block	HER2 expr 66K
CC(Oc1ccc(Cl)cc1Cl)C(=O)NCc1ccncc1 (stereo not given)	15.1	4.4	-2.1	0.5	4.2	3.5	/	17.0	117.3
COc1ccc(OCCSc2nc3ccccc3n2CC(=O)O)cc1	10.2	-7.5	14.5	0.0	9.8	1.3	-2.5	2.2	127.2
Cc1cccn2c(=O)c3cc(C(=O)NCCCN4CCOCC4)n(C)c3nc12	/	5.3	-19.1	-0.3	3.6	-0.7	3.1	-3.8	88.7

(listing goes on)
smiles	CatL block	PKA kinase inh	C1s block	CatB mix inh	Cathepsin G inh	CatB block	ROCK2 blocker	CatS block	HER2 expr 66K
O=C(C(Cc1ccccc1)n1cccc1)N1CCc2ccccc21 (stereo not given)	/	3.8	-7.0	1.9	6.5	0.4	3.2	3.9	92.3
COC(=O)c1ccccc1NC(=O)Nc1cccnc1	-3.3	2.8	16.1	3.4	10.3	-0.1	/	-1.9	76.9
Cc1ccc(SCCNS(C)(=O)=O)cc1	3.1	-0.8	10.2	3.6	14.8	4.1	2.3	2.3	97.2
CCOC(=O)N1CCC(Nc2c(NCCN3CCN(c4cccc(Cl)c4)CC3)c(=O)c2=O)CC1	/	3.1	-1.6	1.2	9.3	-2.0	6.4	-6.8	87.1
COc1ccc(C)cc1-n1c(N)c(C#N)c(C#N)c1-c1ccc(OC)c(OC)c1OC	-8.5	-2.7	2.8	0.0	4.0	3.4	5.0	-3.0	83.3
CC1CCc2sc3nc(NCc4ccco4)n4ncnc4c3c2C1 (stereo not given)	0.5	-0.4	-51.2	-3.3	-21.9	0.0	-2.7	-10.7	92.9
Cc1nc(NCCO)c(C#N)c2c1COC(C)(C)C2	-8.2	2.5	/	/	/	2.0	0.2	/	77.7
Cc1ccc2c(COn3nnc4ccc(S(=O)(=O)N(C)C)cc43)cc(=O)oc2c1C	9.6	3.9	11.7	1.3	9.3	5.3	7.3	0.9	96.2
Fc1ccc(-c2nnc3ccc(N4CCCC4)nn23)cc1	-14.7	4.4	-4.9	-3.6	-0.9	-4.9	3.8	4.4	61.7
CC1(C)Cc2c(c(=S)nc(-c3ccccc3)n2CCN2CCOCC2)CO1	0.9	8.2	-8.5	4.2	-10.2	10.4	4.1	0.6	100.9
O=C(O)c1cc(-c2ccco2)[nH]n1	23.8	1.5	13.7	0.9	10.1	6.5	-2.5	14.6	72.0
Cc1cccc(-n2nnc(C(=O)NCc3ccco3)c2N)c1	4.7	13.2	3.1	0.3	6.2	2.2	7.7	-8.2	107.1

Source: PubChem BioAssay (several laboratories)

A portion of the library, so the mix of outcomes need not match the whole.
